KDM4C inh = inhibitors of GASC-1 (KDM4C) histone demethylase, primary screen, biochemical, single concentration HTS. Lysine-specific demethylase 4C (Homo sapiens), Q9H3R0. GST-KDM4C 2-372, H3K9me3 peptide, LANCE TR-FRET. inhibition, % at 12.5 µM. 0.15% of 96,000 active;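 active means mean replicate inhibition above about 25%, with at least 55% of replicates also reaching it, limit read from the data, passing the limit was not always enough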
Target sequence (Q9H3R0 2-372 limits assumed): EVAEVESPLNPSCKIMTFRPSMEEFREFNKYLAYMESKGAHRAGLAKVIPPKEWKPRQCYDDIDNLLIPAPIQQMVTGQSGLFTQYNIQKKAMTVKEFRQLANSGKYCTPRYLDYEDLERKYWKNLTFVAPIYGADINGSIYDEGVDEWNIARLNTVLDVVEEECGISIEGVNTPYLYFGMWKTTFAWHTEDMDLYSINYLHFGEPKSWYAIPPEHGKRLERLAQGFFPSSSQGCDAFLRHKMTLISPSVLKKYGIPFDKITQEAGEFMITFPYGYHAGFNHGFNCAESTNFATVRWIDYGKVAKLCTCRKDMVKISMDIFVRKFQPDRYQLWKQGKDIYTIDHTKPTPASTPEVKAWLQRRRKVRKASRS
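Assay system: GST-GASC-1 enzyme fragment 2-372 | Amount: 10 nM enzyme | Medium: HEPES buffer, pH 7.5, plus ascorbate | Reagent: H3K9me3 peptide substrate, Fe(II), 2-oxoglutarate | Doses: Single-point compound screen | Incubation: 30 min demethylation and 1 h detection at room temperature | Measured by: LANCE TR-FRET, excitation 340 nm, emissions 618 and 671 nm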
C diff growth = C. difficile growth inhibitors, primary screen, HTS. Clostridium difficile clinical isolate growth, OD600, 24 h; active compounds read low. growth activity, negative = inhibition, % at 16 µg/mL (by protocol). 0.25% of 86,000 active;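 active means mean growth activity at or below -80% and every replicate also at or below -80%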;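 further: 0% = DMSO wells and -100% = levofloxacin 16 µg/mL wells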
Pf Dd2 growth = P. falciparum Dd2 growth inhibitors, primary screen, SYBR Green fluorescence, single dose replicates | 72 h; active compounds read low | activity change, % at 10 µM | 2.3% of 94,000 active | AID 1159554, 2015; in the data active means activity change below about -80%
T cruzi growth = T. cruzi intracellular proliferation inhibitors, primary screen, cell-based, beta-gal Tulahuen parasites, NIH3T3 host, luminescence | AID 624255, 2012 | 5.9% of 77,000 active | inhibition, % at 8.34 µM | T. cruzi beta-gal in NIH3T3, GalScreen luminescence, 90 h;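 active means mean inhibition above about 93%, with at least 55% of replicates each passing it, limit read from the data, passing the limit was not always enough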
Starred values were filed as active, the others as inactive; . = no result given; & = joins results of further samples.

nr	SMILES	KDM4C inh	C diff growth	Pf Dd2 growth	T cruzi growth
1	CCCC#Cc1ccc2c(c1)O[C@@H](CN(C)C(=O)C1CC1)[C@@H](C)CN([C@H](C)CO)S2(=O)=O	-1.3	-1	-30	63
2	Cc1ccc(-c2ccccc2[C@H]2[C@@H](C#N)N(C(=O)Cc3cccnc3)[C@H]2CO)cc1	0.8	-10	-37	.
3	O=C(N[C@H]1CC[C@@H](CCNS(=O)(=O)c2ccccc2)O[C@H]1CO)c1cnccn1	-1.6	-1	27	-8
4	CN1C(=O)c2cc(NC(=O)c3ccc(Cl)cc3)ccc2OC[C@@H]2O[C@@H](CC(=O)NCc3cccc(F)c3)CC[C@@H]21	1.7	4	1	103*
5	COc1ccc2c3c(n(C)c2c1)[C@H](CO)N(Cc1ccccc1)CC31CCN(CC2CC2)CC1	1.0	4	-72	.
6	CCC(=O)N1CCC2(CC1)CN(C(=O)NC1CCCC1)[C@H](CO)c1c2c2ccc(OC)cc2n1C	-0.1	5	-38	.
7	CN1C(=O)c2cc(NC(=O)c3ccc(C(F)(F)F)cc3)ccc2OC[C@H]2O[C@@H](CC(=O)NCc3ccc4c(c3)OCO4)CC[C@H]21	-2.5	6	5	88
8	C[C@@H]1CCCCO[C@H](CN(C)Cc2ccccc2)[C@@H](C)CN([C@H](C)CO)C(=O)c2cc(NC(=O)Nc3cccc4ccccc34)ccc2O1	-1.7	1	23	.
9	C[C@@H]1CN([C@@H](C)CO)C(=O)c2cc(C3=CCCCC3)cnc2O[C@H]1CN(C)Cc1ccccc1	1.7	-2	-8	-11
10	CO[C@H]1CN(C)C(=O)c2ccc(NC(=O)Cc3ccccc3)cc2OC[C@@H](C)N(C)C[C@@H]1C	0.2	0	3	-67
11	O=C(Nc1ccccc1)N1CCCCN2[C@H](CO)[C@H](c3ccc(-c4ccccc4F)cc3)[C@@H]2C1	-1.5	-1	15	101*
12	C/C=C/c1cnc2c(c1)C(=O)N([C@@H](C)CO)C[C@H](C)[C@H](CN(C)C(=O)Nc1ccccc1F)O2	0.0	2	48	44

Part of the list above in order of number of heavy atoms, smallest number first.
nr	SMILES	KDM4C inh	C diff growth	Pf Dd2 growth	T cruzi growth
1	CCCC#Cc1ccc2c(c1)O[C@@H](CN(C)C(=O)C1CC1)[C@@H](C)CN([C@H](C)CO)S2(=O)=O	-1.3	-1	-30	63
11	O=C(Nc1ccccc1)N1CCCCN2[C@H](CO)[C@H](c3ccc(-c4ccccc4F)cc3)[C@@H]2C1	-1.5	-1	15	101*
6	CCC(=O)N1CCC2(CC1)CN(C(=O)NC1CCCC1)[C@H](CO)c1c2c2ccc(OC)cc2n1C	-0.1	5	-38	.
4	CN1C(=O)c2cc(NC(=O)c3ccc(Cl)cc3)ccc2OC[C@@H]2O[C@@H](CC(=O)NCc3cccc(F)c3)CC[C@@H]21	1.7	4	1	103*
7	CN1C(=O)c2cc(NC(=O)c3ccc(C(F)(F)F)cc3)ccc2OC[C@H]2O[C@@H](CC(=O)NCc3ccc4c(c3)OCO4)CC[C@H]21	-2.5	6	5	88

The results go on.
nr	SMILES	KDM4C inh	C diff growth	Pf Dd2 growth	T cruzi growth
13	COc1cccc(NC(=O)Nc2ccc3c(c2)C(=O)N(C)C[C@@H](OC)[C@@H](C)CN(CC2CC2)[C@H](C)CO3)c1	2.7	.	-44	61
14	C[C@H]1CN([C@@H](C)CO)C(=O)c2cccc(NC(=O)C3CCOCC3)c2O[C@@H]1CN(C)Cc1ccc2c(c1)OCO2	0.6	0	-4	26
15	O=C(C[C@H]1CC[C@@H](NC(=O)Nc2ccc3c(c2)OCO3)[C@@H](CO)O1)NCCCN1CCOCC1	0.5	-1	2	-63
16	CCCNC(=O)C[C@H]1CC[C@@H]2[C@H](COc3ccc(NC(=O)Nc4cccc(C)c4)cc3C(=O)N2C)O1	-1.1	-2	-19	13
17	C[C@H](CO)N1C[C@H](C)[C@H](CN(C)C(=O)Nc2ccc3c(c2)OCO3)OCCCC[C@H](C)Oc2ccc(NS(=O)(=O)c3ccc(Cl)cc3)cc2C1=O	-0.1	-1	-13	97*
18	Cc1ccc(S(=O)(=O)N(C)C[C@@H]2Oc3ncc(C#Cc4cccc(F)c4)cc3C(=O)N([C@H](C)CO)C[C@@H]2C)cc1	-4.6	5	-47	121*
19	COc1ccc(CN(C)C[C@@H]2OCCCC[C@H](C)Oc3ccc(NS(=O)(=O)c4ccc(C)cc4)cc3C(=O)N([C@@H](C)CO)C[C@@H]2C)cc1	-1.7	.	-58	.
20	COc1ccc(NC(=O)Nc2ccc3c(c2)CC(=O)N([C@@H](C)CO)C[C@H](C)[C@H](CN(C)Cc2ccncc2)O3)cc1	1.3	1&-1	-5	.
21	C[C@H]1CN([C@@H](C)CO)C(=O)c2cccc(NS(=O)(=O)c3ccccc3)c2O[C@@H]1CN(C)C(=O)Nc1ccc2c(c1)OCO2	2.3	3	-5	6
22	O=C(C[C@@H]1CC[C@@H]2[C@H](COC[C@@H](O)CN2S(=O)(=O)c2ccccc2)O1)NCCN1CCCC1	0.3	-3	13	.
23	CCCC(=O)N1CC2(C1)CN(C(=O)Nc1cccc(F)c1)[C@H](CO)c1c2c2ccc(OC)cc2n1C	-1.2	-11	-22	.
24	CCNC(=O)C[C@@H]1CC[C@@H]2[C@H](COc3ccc(NC(=O)Nc4cccc(C)c4)cc3C(=O)N2C)O1	0.6	10	-36	37

Excerpt, entries 22 to 24
nr	SMILES	KDM4C inh	C diff growth	Pf Dd2 growth	T cruzi growth
22	O=C(C[C@@H]1CC[C@@H]2[C@H](COC[C@@H](O)CN2S(=O)(=O)c2ccccc2)O1)NCCN1CCCC1	0.3	-3	13	.
23	CCCC(=O)N1CC2(C1)CN(C(=O)Nc1cccc(F)c1)[C@H](CO)c1c2c2ccc(OC)cc2n1C	-1.2	-11	-22	.
24	CCNC(=O)C[C@@H]1CC[C@@H]2[C@H](COc3ccc(NC(=O)Nc4cccc(C)c4)cc3C(=O)N2C)O1	0.6	10	-36	37

Other entries follow.
nr	SMILES	KDM4C inh	C diff growth	Pf Dd2 growth	T cruzi growth
25	COc1cccc(S(=O)(=O)Nc2ccc3c(c2)[C@@H]2C[C@@H](CC(=O)N4CCCCC4)O[C@@H](CO)[C@@H]2O3)c1	6.3	.	-36	61
26	C[C@H](CO)N1C[C@H](C)[C@H](CN(C)Cc2ccc(C(=O)Nc3ccccc3N)cc2)OCCCC[C@H](C)Oc2ccc(NC(=O)C3CCCCC3)cc2C1=O	-1.5	7	-92*	.
27	CN(C)C(=O)[C@@H]1[C@@H](CO)[C@@H]2Cn3c(ccc(C4=CCCC4)c3=O)[C@H]1N2Cc1ccccn1	1.4	3	14	.
28	Cn1cnc(CCNC(=O)C[C@@H]2CC[C@H]3[C@@H](COC[C@@H](O)CN3C(=O)Nc3ccc(Cl)cc3)O2)c1	-0.9	.	5	15
29	COc1ccc(NC(=O)Nc2ccc3c(c2)CC(=O)N([C@H](C)CO)C[C@H](C)[C@H](CN(C)Cc2ccc(C(=O)O)cc2)O3)cc1	0.1	3	18	-25
30	CO[C@H]1CN(C)C(=O)c2ccc(NC(=O)C3CCC3)cc2OC[C@@H](C)NC[C@@H]1C	-0.5	0	.	-24
31	C/C=C/c1ccccc1[C@@H]1[C@H](C#N)N(C(=O)Cc2ccccn2)[C@H]1CO	-0.3	-4	-4	.
32	O=C(C[C@@H]1C=C[C@@H](NC(=O)Nc2ccccc2F)[C@@H](CO)O1)NCc1ccc(-c2ccccc2)cc1	-0.4	.	-15	-271
33	Cc1ccc(S(=O)(=O)N(C)C[C@@H]2OCCCC[C@H](C)Oc3ccc(NC(=O)NC4CCCCC4)cc3C(=O)N([C@@H](C)CO)C[C@@H]2C)cc1	-0.6	-4	-83*	101*
34	OC[C@@H]1[C@H](c2ccc(-c3cccc(F)c3)cc2)[C@H]2CN(Cc3cncnc3)CCCCN12	-1.5	-3	9	96*
35	C[C@H](CO)N1C[C@H](C)[C@H](CN(C)S(=O)(=O)c2ccccc2)Oc2ccc(N(C)C)cc2C1=O	20	-2	-11	13
36	CC(C)C#Cc1ccc([C@H]2[C@@H](CO)N3CCCCN(C(=O)c4ccc(F)cc4)C[C@H]23)cc1	2.0	69	-40	91
37	CN1C(=O)c2cc(NC(=O)Nc3ccccc3)ccc2OC[C@@H]2O[C@@H](CC(=O)O)CC[C@H]21	3.6	.	.	-42
38	C[C@@H]1CN([C@H](C)CO)C(=O)Cc2cc(NC(=O)C3CCCCC3)ccc2O[C@@H]1CN(C)Cc1ccc(Oc2ccccc2)cc1	-1.2	16	-2	7
39	C[C@@H]1CN([C@@H](C)CO)C(=O)c2cc(NS(=O)(=O)c3ccc(F)cc3)ccc2O[C@H]1CN(C)Cc1ccc(C(=O)O)cc1	-0.7	0	14	33
40	C[C@@H]1CN([C@H](C)CO)S(=O)(=O)c2ccc(C#Cc3ccccn3)cc2O[C@@H]1CN(C)Cc1ccccc1	-3.1	-1	-20	101*
41	C[C@@H]1CCCCO[C@H](CN(C)C(=O)CCC(F)(F)F)[C@H](C)CN([C@H](C)CO)C(=O)c2cc(NS(=O)(=O)c3ccc(Cl)cc3)ccc2O1	-0.8	-2	-65	101*
42	C[C@H]1CN([C@@H](C)CO)C(=O)c2cc(-c3cncnc3)cnc2O[C@@H]1CN(C)C(=O)Cc1ccccn1	-0.6	1	.	-20
43	N#C[C@@H]1[C@@H](c2ccc(C#Cc3cccc(F)c3)cc2)[C@H](CO)N1C(=O)C1CCC1	-0.9	15	-36	99*
44	CCC(=O)N(C)C[C@H]1Oc2ncc(/C=C/c3ccccc3)cc2C(=O)N([C@@H](C)CO)C[C@@H]1C	1.6	-9	-3	16
45	Cc1noc(C)c1NC(=O)Nc1cccc2c1O[C@H](CN(C)Cc1ccc(C(=O)O)cc1)[C@@H](C)CN([C@@H](C)CO)C2=O	-0.3	4	4	-94
46	Cc1ccc(S(=O)(=O)Nc2ccc3c(c2)CC(=O)N([C@H](C)CO)C[C@@H](C)[C@@H](CN(C)Cc2ccc(C(=O)Nc4ccccc4N)cc2)O3)cc1	-3.9	2	-86*	59
47	O=C(C[C@@H]1CC[C@H]2[C@@H](COC[C@@H](O)CN2C(=O)Nc2ccc3c(c2)OCO3)O1)N1CCN(c2ccccc2)CC1	1.7	-1&-6	18	.
48	CNC[C@@H]1Oc2ccc(NC(=O)Nc3ccccc3)cc2C(=O)N([C@@H](C)CO)C[C@H]1C	-0.4	5	23	-9
49	O=C([C@@H]1[C@@H](CO)[C@@H]2Cn3c(ccc(-c4ccncc4)c3=O)[C@H]1N2Cc1ccccc1)N1CCOCC1	2.5	-3	14	1
50	O=C(NCC[C@@H]1CC[C@H](NS(=O)(=O)c2ccc(F)cc2)[C@H](CO)O1)c1ccc2c(c1)OCO2	-0.5	4	-1	56
51	C/C=C/c1cnc2c(c1)C(=O)N([C@@H](C)CO)C[C@@H](C)[C@H](CN(C)C(=O)C1CCCCC1)O2	-0.8	-4	-19	45
52	CCC(=O)Nc1ccc2c(c1)C(=O)N(C)C[C@@H](OC)[C@H](C)CN(Cc1cc(-c3ccccc3)on1)[C@H](C)CO2	-0.9	.	-35	6
53	COc1ccc(-c2cnc3c(c2)C(=O)N([C@@H](C)CO)C[C@@H](C)[C@@H](CN(C)C(=O)NC2CCCC2)O3)cc1	2.8	3	-22	41
54	CC(C)C#Cc1cnc2c(c1)C(=O)N([C@H](C)CO)C[C@H](C)[C@@H](CN(C)C(=O)c1ccccc1)O2	1.3	2	16	-9
55	CCN1[C@@H]2c3ccc(-c4ccccc4OC)c(=O)n3C[C@@H]2[C@@H](CO)[C@@H]1C(=O)NCCCN(C)C	0.8	0	16	.
56	COc1ccccc1NC(=O)N1CCCCN2[C@H](CO)[C@H](c3ccc(-c4cccc(C#N)c4)cc3)[C@@H]2C1	12	4	18	85
57	COc1ccc(S(=O)(=O)Nc2ccc3c(c2)C(=O)N([C@H](C)CO)C[C@@H](C)[C@@H](CN(C)C)OCCCC[C@@H](C)O3)cc1	1.6	-7	-54	9
58	C[C@@H]1CN([C@@H](C)CO)S(=O)(=O)c2ccc(-c3ccc(F)cc3)cc2O[C@H]1CN(C)CC1CC1	.	4	-25	.

Source: PubChem (Broad Institute)
